Assay outcomes: PubChem, NCI
All columns: NCI-60 one-dose screen, growth in % after 48 h at 10 µM unless noted; 100 = growth as untreated, 0 = no growth, -100 = all killed.
MALME-3M = MALME-3M melanoma; actives 5.8% (n = 78,000); AID 1794766
HOP-92 = HOP-92 NSCLC cells; actives 6.3% (n = 71,000); AID 1794738
HOP-62 = HOP-62 NSCLC. actives 3.9% (n = 80,000)
UACC-257 = UACC-257 melanoma; actives 4.4% (n = 78,000); AID 1794764
M14 = M14 melanoma. AID 1794745. actives 6.2% (n = 80,000)
A549/ATCC = A549/ATCC NSCLC | actives 3.7% (n = 81,000)
EKVX = EKVX NSCLC; actives 3% (n = 71,000)
UACC-62 = UACC-62 melanoma. actives 5.4% (n = 81,000)
The depositor's hits bear a star. How the source made its calls: active means growth percent below 10; inactive means the rest. Not a hit list; any-hit rate near 10%.

Results for CCOC(=O)c1cnc2c(-c3ccc(Br)cc3)cnn2c1 ?
MALME-3M: 110; HOP-92: 92; HOP-62: 113; UACC-257: 104; M14: 102; A549/ATCC: 105; EKVX: 102; UACC-62: 85

Results for CC1(C)NC2=C(C(Nc3cccnc3)N1)C(c1ccc([N+](=O)[O-])cc1)C(C(=O)c1ccc(N=[N+]=[N-])cc1)O2 (stereo not drawn) ?
MALME-3M: 99; HOP-92: 94; HOP-62: 103; UACC-257: 104; M14: 104; A549/ATCC: 104; EKVX: 100; UACC-62: 97

What do the screens show for `COc1ccc(-c2nc3ccccn3c2-c2nc3ccc(F)cc3[nH]2)cc1`?
MALME-3M: 94; HOP-92: 71; HOP-62: 114; UACC-257: 96; M14: 98; A549/ATCC: 96; UACC-62: 89

Results for O=c1c2cccc3c(Nc4ccc(F)cc4)ccc(c32)c2nc3ccccc3n12 ?
MALME-3M: 94; HOP-92: 53; HOP-62: 87; UACC-257: 86; M14: 97; A549/ATCC: 96; UACC-62: 68

What do the screens show for `C1CN(CC2CO2)CCO1` (stereo not drawn)?
MALME-3M: 102; HOP-92: 112; HOP-62: 106; UACC-257: 86; M14: 96; A549/ATCC: 85; EKVX: 103; UACC-62: 104

Results for COc1ccc(-c2cc(-c3cccnc3)nc3sc4c(=O)[nH]nnc4c23)cc1OC ?
MALME-3M: 112; HOP-92: 52; HOP-62: 98; UACC-257: 98; M14: 98; A549/ATCC: 100; EKVX: 101; UACC-62: 91

Results for O=c1c(-c2ccccc2)c(O)n(-c2ccccc2)c(=S)n1-c1ccccc1 ?
MALME-3M: 117; HOP-92: 89; HOP-62: 99; UACC-257: 94; M14: 108; A549/ATCC: 99; EKVX: 102; UACC-62: 108

Results for CS(=O)(=O)c1ccc(-n2nc(C(=O)OCc3ccc(Br)cc3)cc2-c2ccccc2)cc1 ?
MALME-3M: 111; HOP-92: 92; HOP-62: 97; UACC-257: 106; M14: 111; A549/ATCC: 93; EKVX: 89; UACC-62: 62

Results for CCOC(=O)C1=NN(c2ccccc2)C(=O)/C1=C\N1C(=O)/C(=C/c2cccc(O)c2)SC1=S ?
HOP-92: 74; HOP-62: 84; UACC-257: 98; M14: 90; A549/ATCC: 79; EKVX: 107; UACC-62: 92

Results for [2H]c1c([2H])c(C2([2H])CCCNC2[2H])c([2H])c([2H])c1-n1cc2cccc(C(N)=O)c2n1 (stereo not drawn) ?
MALME-3M: 84; HOP-92: 95; HOP-62: 100; UACC-257: 99; M14: 92; A549/ATCC: 69; EKVX: 90; UACC-62: 79

How did COC(=O)[C@H](Cc1ccccc1)NC(=O)C1(C)CCC[C@]2(C)[C@H]3C[C@H]4C(C(C)C)=C[C@]3(CC[C@@H]12)[C@@H]1C(=O)OC(=O)[C@@H]14 (stereo partly drawn) do in these assays?
MALME-3M: 87; HOP-92: 77; HOP-62: 88; UACC-257: 100; M14: 87; A549/ATCC: 90; EKVX: 90; UACC-62: 84

Results for Cc1cn(C2CCCO2)c(=O)nc1N (stereo not drawn) ?
MALME-3M: 139; HOP-92: 106; HOP-62: 106; UACC-257: 104; M14: 116; A549/ATCC: 103; EKVX: 103; UACC-62: 95

How did CCOc1cc(CC(=O)N[C@@H](CC(C)C)c2ccccc2N2CCCCC2)ccc1C(=O)O do in these assays?
MALME-3M: 119; HOP-92: 101; UACC-257: 106; M14: 110; A549/ATCC: 96; EKVX: 101; UACC-62: 84

What do the screens show for `N#CC1=C(N)Oc2[nH]c(=S)sc2C1c1c[nH]c2ccccc12` (stereo not drawn)?
MALME-3M: 109; HOP-92: 78; HOP-62: 96; UACC-257: 94; M14: 92; A549/ATCC: 96; EKVX: 99; UACC-62: 84

What do the screens show for `COc1cc2oc3c(C)c(=O)cc4oc(-c5ccccc5)cc(c2c2c1CCC(c1ccccc1)O2)c43` (stereo not drawn)?
MALME-3M: 110; HOP-92: 118; HOP-62: 107; UACC-257: 124; M14: 105; A549/ATCC: 119; EKVX: 109; UACC-62: 94

What do the screens show for `O=c1[nH]c(C(F)(F)C(F)(F)C(F)(F)F)no1`?
HOP-92: 101; HOP-62: 97; UACC-257: 109; M14: 115; A549/ATCC: 102; EKVX: 108; UACC-62: 108

Results for CCOC(=O)c1cnn(CC(O)CC)c1NC(=O)NCc1cccc(F)c1 (stereo not drawn) ?
MALME-3M: 105; HOP-92: 81; HOP-62: 101; UACC-257: 85; M14: 97; A549/ATCC: 83; EKVX: 104; UACC-62: 88

What do the screens show for `COC(=O)c1c(C(=O)OC)c2ccc3c4ccccc4ccc3n2c1C(N)=O`?
MALME-3M: 74; HOP-92: 75; HOP-62: 110; UACC-257: 113; M14: 88; A549/ATCC: 109; EKVX: 92; UACC-62: 93

How did CCCCCCN1COCC(COc2ccc(Cl)cc2)OC1 (stereo not drawn) do in these assays?
MALME-3M: 97; HOP-92: 89; HOP-62: 103; UACC-257: 108; M14: 102; A549/ATCC: 102; EKVX: 95; UACC-62: 93

How did Clc1cccc(-c2cc(-c3ccccc3)[nH]n2)c1 do in these assays?
MALME-3M: 83; HOP-92: 79; HOP-62: 142; UACC-257: 100; M14: 72; A549/ATCC: 85; EKVX: 71; UACC-62: 67

What do the screens show for `CN(C)Cc1cc(Cc2ccccc2)cc(C2CCCCC2)c1O`?
MALME-3M: 106; HOP-62: 86; UACC-257: 96; M14: 98; A549/ATCC: 96; EKVX: 101; UACC-62: 91

How did O=C(Nc1cccc2c1C(=O)c1cccc(Nc3cccc4c3C(=O)c3cccc(NC(=O)c5ccccc5)c3C4=O)c1C2=O)c1ccccc1 do in these assays?
MALME-3M: 120; HOP-92: 91; HOP-62: 104; UACC-257: 103; M14: 104; A549/ATCC: 90; EKVX: 125

How did COc1ccc(OC/C=C\Cl)cc1 do in these assays?
MALME-3M: 148; HOP-92: 79; HOP-62: 99; UACC-257: 101; M14: 114; A549/ATCC: 103; UACC-62: 107

How did Cc1cc(O)c(C2=NN(c3ccc(S(N)(=O)=O)cc3)C(c3ccc(Cl)cc3)C2)c(C)c1Cl (stereo not drawn) do in these assays?
MALME-3M: 103; HOP-92: 21; HOP-62: 84; UACC-257: 74; M14: 39; A549/ATCC: 33; EKVX: 50; UACC-62: 53

How did COc1ccc(NC(=O)c2sc3nc(C)c(C(C)O)cc3c2N)cc1 (stereo not drawn) do in these assays?
MALME-3M: 102; HOP-92: 99; HOP-62: 102; UACC-257: 102; M14: 98; A549/ATCC: 97; EKVX: 92; UACC-62: 91

What do the screens show for `CC(C)CN(CC(C)C)C(=O)c1ccc([N+](=O)[O-])cc1`?
MALME-3M: 115; HOP-92: 94; HOP-62: 99; UACC-257: 87; M14: 90; A549/ATCC: 98; EKVX: 106; UACC-62: 90

Results for O=C(O)c1cc(=O)cc(C(=O)O)o1 ?
MALME-3M: 86; HOP-92: 94; HOP-62: 98; UACC-257: 99; M14: 92; A549/ATCC: 105; EKVX: 103; UACC-62: 100

What do the screens show for `O=S(=O)(O)c1ccc(N=NN2CN(N=Nc3ccc(S(=O)(=O)O)cc3)C3CCCCCC2N3N=Nc2ccc(S(=O)(=O)O)cc2)cc1`?
MALME-3M: 119; HOP-92: 96; HOP-62: 102; UACC-257: 109; M14: 103; A549/ATCC: 112; EKVX: 106; UACC-62: 100

Results for Nc1ccn(CCOc2nc(Oc3ccccc3C(=O)O)cc(-c3ccco3)n2)c(=O)n1 ?
MALME-3M: 117; HOP-62: 96; UACC-257: 113; M14: 105; A549/ATCC: 104; EKVX: 99; UACC-62: 95

Results for Cc1ccc(NC(=O)c2nc(S(C)=O)oc2-c2ccc(F)cc2)cc1Nc1ccc2ncn(C)c(=O)c2c1 (stereo not drawn) ?
MALME-3M: 58; HOP-92: 102; HOP-62: 103; UACC-257: 108; M14: 91; A549/ATCC: 104; EKVX: 103; UACC-62: 91

Results for Cc1ccc(-n2c[n+]([O-])c(-c3ccccc3)c2-c2ccccc2)cc1 ?
MALME-3M: 90; HOP-92: 60; HOP-62: 97; UACC-257: 106; M14: 89; A549/ATCC: 106; EKVX: 87; UACC-62: 80

What do the screens show for `CCOC(=O)c1ccc2c(c1)ncn2-c1ccc(N)cc1`?
MALME-3M: 112; HOP-92: 113; HOP-62: 123; UACC-257: 121; M14: 121; A549/ATCC: 104; EKVX: 105; UACC-62: 102

How did c1ccc2cc(OCCOCCOc3ccc4ccccc4c3)ccc2c1 do in these assays?
MALME-3M: 104; HOP-92: 76; HOP-62: 106; UACC-257: 98; M14: 96; A549/ATCC: 91; EKVX: 96; UACC-62: 94

Results for O=C(O)c1ccc(-n2cc(/C=N/Nc3ccc(Br)cc3)c(-c3cc4ccccc4oc3=O)n2)cc1 ?
MALME-3M: 87; HOP-92: 98; HOP-62: 102; UACC-257: 112; M14: 95; A549/ATCC: 106; EKVX: 92; UACC-62: 84

How did CSc1nc(C(=O)O)c(C)c(=O)[nH]1 do in these assays?
MALME-3M: 89; HOP-92: 90; HOP-62: 93; UACC-257: 96; M14: 99; A549/ATCC: 97; EKVX: 92; UACC-62: 95

Results for NC(=S)N/C=C\c1nc2ccccc2[nH]c1=O ?
HOP-92: 91; HOP-62: 103; UACC-257: 83; M14: 98; A549/ATCC: 78; EKVX: 107; UACC-62: 97

What do the screens show for `Cn1c(/C=C(\C#N)c2cccc(C(F)(F)F)c2)nc2c(N3CCOCC3)nc(Cl)nc21`?
MALME-3M: -22*; HOP-92: -77*; HOP-62: 34; UACC-257: -64*; M14: -77*; A549/ATCC: 34; EKVX: -76*; UACC-62: -81*

What do the screens show for `CNC(=O)c1cc(Oc2ccc3nc(NC(=O)Nc4ccc(Cl)c(C(F)(F)F)c4)sc3c2)ccn1`?
MALME-3M: -21*; HOP-92: -28*; HOP-62: -31*; UACC-257: 61; M14: -10*; A549/ATCC: -25*; EKVX: 9.2*; UACC-62: 8.5*

Results for COC1=CC(=O)C=C(OC)C1(O)CC(C)=O ?
MALME-3M: 98; HOP-92: 104; HOP-62: 122; UACC-257: 102; M14: 111; A549/ATCC: 102; EKVX: 99; UACC-62: 101

Results for CC(C)Cc1ccc(CC(C)C)c(OCCOCCOCCO)c1 ?
MALME-3M: 110; HOP-62: 109; UACC-257: 97; M14: 103; A549/ATCC: 93; EKVX: 97; UACC-62: 82

How did CCCCCCCCn1c(=N)c(S(=O)(=O)c2ccccc2)cc2c(=O)n3ccccc3nc21 do in these assays?
MALME-3M: 102; HOP-92: 85; HOP-62: 66; UACC-257: 100; M14: 105; A549/ATCC: 56; EKVX: 83; UACC-62: 92

How did CCCCc1nc2c(N)nc3ccccc3c2n1Cc1ccc(CN)cc1 do in these assays?
MALME-3M: 113; HOP-92: 74; HOP-62: 95; UACC-257: 107; M14: 98; A549/ATCC: 103; EKVX: 84; UACC-62: 97

A section from further up:
How did c1ccc2cc(OCCOCCOc3ccc4ccccc4c3)ccc2c1 do in these assays?
MALME-3M: 104; HOP-92: 76; HOP-62: 106; UACC-257: 98; M14: 96; A549/ATCC: 91; EKVX: 96; UACC-62: 94

Results for O=C(O)c1ccc(-n2cc(/C=N/Nc3ccc(Br)cc3)c(-c3cc4ccccc4oc3=O)n2)cc1 ?
MALME-3M: 87; HOP-92: 98; HOP-62: 102; UACC-257: 112; M14: 95; A549/ATCC: 106; EKVX: 92; UACC-62: 84

How did CSc1nc(C(=O)O)c(C)c(=O)[nH]1 do in these assays?
MALME-3M: 89; HOP-92: 90; HOP-62: 93; UACC-257: 96; M14: 99; A549/ATCC: 97; EKVX: 92; UACC-62: 95

Results for NC(=S)N/C=C\c1nc2ccccc2[nH]c1=O ?
HOP-92: 91; HOP-62: 103; UACC-257: 83; M14: 98; A549/ATCC: 78; EKVX: 107; UACC-62: 97

What do the screens show for `Cn1c(/C=C(\C#N)c2cccc(C(F)(F)F)c2)nc2c(N3CCOCC3)nc(Cl)nc21`?
MALME-3M: -22*; HOP-92: -77*; HOP-62: 34; UACC-257: -64*; M14: -77*; A549/ATCC: 34; EKVX: -76*; UACC-62: -81*

What do the screens show for `CNC(=O)c1cc(Oc2ccc3nc(NC(=O)Nc4ccc(Cl)c(C(F)(F)F)c4)sc3c2)ccn1`?
MALME-3M: -21*; HOP-92: -28*; HOP-62: -31*; UACC-257: 61; M14: -10*; A549/ATCC: -25*; EKVX: 9.2*; UACC-62: 8.5*

Results for COC1=CC(=O)C=C(OC)C1(O)CC(C)=O ?
MALME-3M: 98; HOP-92: 104; HOP-62: 122; UACC-257: 102; M14: 111; A549/ATCC: 102; EKVX: 99; UACC-62: 101

Results for CC(C)Cc1ccc(CC(C)C)c(OCCOCCOCCO)c1 ?
MALME-3M: 110; HOP-62: 109; UACC-257: 97; M14: 103; A549/ATCC: 93; EKVX: 97; UACC-62: 82

How did CCCCCCCCn1c(=N)c(S(=O)(=O)c2ccccc2)cc2c(=O)n3ccccc3nc21 do in these assays?
MALME-3M: 102; HOP-92: 85; HOP-62: 66; UACC-257: 100; M14: 105; A549/ATCC: 56; EKVX: 83; UACC-62: 92

How did CCCCc1nc2c(N)nc3ccccc3c2n1Cc1ccc(CN)cc1 do in these assays?
MALME-3M: 113; HOP-92: 74; HOP-62: 95; UACC-257: 107; M14: 98; A549/ATCC: 103; EKVX: 84; UACC-62: 97
